GlmU inhibition: inhibition of mycobacterial GlmU enzyme – biochemical, glucosamine-1-phosphate acetyltransferase (AID 1376); 0.25% of 220,000 active; one-dose inhibition, %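 (tested at 30 µM in the primary screen)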; IC50 in µM for titrated hits; M. tuberculosis GlmU acetyltransferase enzyme assay; higher % means a stronger effect; in the data active means inhibition above about 13%;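 further: 0% = complete reaction with vehicle and 100% = reaction without substrate; strong numbers were not always called active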
RmlCD inh 1536: inhibitors of Mycobacterium tuberculosis RmlC and RmlD coupled enzymes; P9WH09+P9WH11; RmlC+RmlD coupled enzyme assay, percent inhibition; primary screen in compound mixtures; inhibition, % at 3.6 µM; 0.03% of 160,000 active; in the data active means inhibition mostly above about 34%, no sharp cut-off; further: some results filed as inactive read as strong as hits
Target sequence (P9WH09 whole entry, looked up): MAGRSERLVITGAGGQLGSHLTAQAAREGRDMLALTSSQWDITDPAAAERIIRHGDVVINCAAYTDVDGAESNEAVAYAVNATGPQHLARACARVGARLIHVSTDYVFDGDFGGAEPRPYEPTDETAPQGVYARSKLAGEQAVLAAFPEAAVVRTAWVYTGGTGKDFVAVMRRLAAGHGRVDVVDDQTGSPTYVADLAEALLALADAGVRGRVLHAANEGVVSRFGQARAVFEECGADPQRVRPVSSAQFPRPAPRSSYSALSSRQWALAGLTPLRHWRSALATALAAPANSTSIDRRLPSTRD
Target sequence (P9WH11 whole entry, looked up): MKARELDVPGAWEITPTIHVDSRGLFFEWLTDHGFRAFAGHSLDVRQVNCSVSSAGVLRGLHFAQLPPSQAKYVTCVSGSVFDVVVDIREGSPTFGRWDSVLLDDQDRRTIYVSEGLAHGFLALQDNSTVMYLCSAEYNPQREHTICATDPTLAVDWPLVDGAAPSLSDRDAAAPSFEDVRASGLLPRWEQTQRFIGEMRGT
* = called active by the depositor; nt = not tested or not shown.

Structure	GlmU inhibition	RmlCD inh 1536
COc1ccc(C(C)=O)cc1COC(=O)c1ccc2ccccc2n1	1.2%	-7
CCOC(=O)[C@@]1(C#N)[C@@H]2C=CC(C(N)=O)=CN2[C@@H](C(N)=O)[C@@H]1c1cccc(Cl)c1	-3.1%	-5
O=C(CCCn1c(=O)c2ccccc2n(Cc2cccc(F)c2)c1=O)NC1CCN(Cc2ccccc2)CC1	-6.8%	-8
O=C(NCCN1CCOCC1)C(Sc1ccccc1)c1ccccc1 (centres undefined)	5.0%	5
COCCCNC(=S)NNC(=O)c1csc(C)n1	-4.8%	-8
N=C1C(c2nc3ccccc3[nH]2)=C(O)CN1c1ccc(F)cc1	2.4%	4
Cc1ccc(-c2noc(-c3ccccc3F)n2)cc1	-5.8%	-9
CSc1nc(C)cc(SCCO)n1	4.1%	9
CCc1cccc(NS(=O)(=O)c2ccc3c(c2)NC(=O)CC(=O)N3)c1	-4.2%	-6
Cc1cccc(CSC2=NCCN2C(=O)C2CC2)c1	2.0%	nt
CCOC(=O)c1ccc(NC(=O)CCOc2ccc(C)cc2)cc1	3.3%	-6
O=C(OC(C(=O)NC1CCCCC1)c1ccccn1)c1cccs1 (centres undefined)	-3.4%	2
CCCCCCCCCC(=O)Nc1cccnc1	-3.6%	9
CC1CN(C(=O)c2cc3cc([N+](=O)[O-])ccc3oc2=O)CC(C)O1 (centres undefined)	-1.8%	5
Cc1ccc(S(=O)(=O)c2ccc(-n3nc(C)cc3N)cc2)cc1	2.8%	-15

Given with two lines to a compound: part of the list above
Every second line gives: GlmU inhibition	RmlCD inh 1536
O=C(CCCn1c(=O)c2ccccc2n(Cc2cccc(F)c2)c1=O)NC1CCN(Cc2ccccc2)CC1
→ -6.8%	-8
O=C(NCCN1CCOCC1)C(Sc1ccccc1)c1ccccc1 (centres undefined)
→ 5.0%	5
COCCCNC(=S)NNC(=O)c1csc(C)n1
→ -4.8%	-8
N=C1C(c2nc3ccccc3[nH]2)=C(O)CN1c1ccc(F)cc1
→ 2.4%	4
Cc1ccc(-c2noc(-c3ccccc3F)n2)cc1
→ -5.8%	-9
CSc1nc(C)cc(SCCO)n1
→ 4.1%	9
CCc1cccc(NS(=O)(=O)c2ccc3c(c2)NC(=O)CC(=O)N3)c1
→ -4.2%	-6

(next part)
Structure	GlmU inhibition	RmlCD inh 1536
COc1ccc(C(=O)Nc2ccc(S(=O)(=O)NCc3ccco3)cc2)cc1OC	3.3%	nt
O=c1[nH]c2ccccc2c(=O)n1-c1ccc(Cl)cc1Cl	-5.5%	-19
CCC(Sc1nc(C)cc(=O)[nH]1)C(=O)Nc1sc2c(c1C#N)CCCC2 (centres undefined)	-4.1%	3
O=C(CSc1nnc(Cc2ccccc2)n1-c1ccc(Cl)cc1)N1CCOCC1	6.0%	0
COc1ccc(C(=O)Nc2ncc3c(n2)CC(C)CC3=O)cc1 (centres undefined)	6.5%	7
COC(=O)CCN1CCC(C(N)=O)CC1	2.0%	2
CSc1nc(Cc2ccccc2)nc2ccccc12	3.3%	18
COc1ccccc1CNC(=O)c1c(O)c2cc(OC)c(OC)cc2[nH]c1=O	2.8%	nt
COc1ccc2c(c1OC)C(=O)N1c3ccccc3SC21 (centres undefined)	-2.0%	4
O=C(c1ccc(CN2CCOCC2)cc1)N1CCN(Cc2ccccc2)CC1	2.4%	-4
CCn1c2ccccc2c2cc(NC(=O)CSc3nccc(=O)[nH]3)ccc21	11%	-7
Nc1nc(N)nc(-c2ccccn2)n1	-4.7%	nt
O=C(CSc1n[nH]c(-c2ccc(S(=O)(=O)NC3CCCCC3)cc2)n1)N1CCCC1	-2.1%	10
Cc1ccc2cc(CN(Cc3cccs3)Cc3nnnn3CC3CCCO3)c(=O)[nH]c2c1 (centres undefined)	6.2%	nt
Cc1ccc(SCC(=O)Nc2cccnc2)cc1	2.4%	nt
Cc1cc(CN(C)C(=O)CC2C(=O)NCCN2CC(c2ccccc2)c2ccccc2)on1 (centres undefined)	6.4%	-11
COc1ccc(-n2nc(C(=O)NCC(=O)NCC3COc4ccccc4O3)c3ccccc3c2=O)cc1OC (centres undefined)	2.8%	20
COC(=O)c1sccc1NC(=O)c1ccncc1	-2.4%	-10
Cc1ccc(C(=O)Nc2ccc3c(c2)ncn3C)cc1	nt	0
CC(=O)c1cccc(NC(=O)NCCS(C)=O)c1 (centres undefined)	6.1%	nt
COc1ccc(-c2nnc(-c3ccc(N(C)C)cc3)o2)cc1	-5.0%	-5
COc1cc(CC(C#N)(CO)c2nc3ccccc3[nH]2)ccc1OC(F)F (centres undefined)	-1.4%	25
COC(=O)CSc1nc2c(c(=O)[nH]c(=O)n2C)n1CCC(C)C	18%	90
Cc1cc(C)nc(Nc2n[nH]c(-c3ccc(N)cc3)n2)n1	0.7%	-8
COc1ccccc1N=NC1=C(O)CC(C)(C)CC1=O	2.4%	nt
O=C(CSc1nncn1-c1ccccc1)c1c[nH]c2ccccc12	2.6%	3
Cc1ccc(-c2nnc(SCC(=O)N/N=C/c3ccc(C)s3)n2-c2ccc(C)cc2)cc1	1.7%	9
O=c1[nH][nH]c(-c2ccccc2O)c1C(C[N+](=O)[O-])c1ccccc1 (centres undefined)	-4.4%	2
Cc1nn(C)c(Oc2cccc(C(F)(F)F)c2)c1C#N	-4.7%	-11
CC(NC(=O)COC(=O)c1ccc2c(c1)S(=O)(=O)N=C1CCCCCN12)C12CC3CC(CC(C3)C1)C2 (centres undefined)	-7.3%	3

Later entries.
| molecule | GlmU inhibition | RmlCD inh 1536 |
| --- | --- | --- |
| CCC(CC)NC(=O)CCCSc1nc2ccccc2[nH]1 | -7.2% | -3 |
| CCN(CC)S(=O)(=O)c1ccc(S(=O)(=O)N(CC(=O)Nc2ccccc2)Cc2ccco2)cc1 | 8.7% | nt |
| Clc1ccc(CN2C3=NCCCN3c3ccccc32)cc1Cl | -2.6% | -16 |
| Cc1ccc(NC(=O)COC(=O)COc2ccc(Cl)cc2)c([N+](=O)[O-])c1 | 1.0% | nt |
| O=C(CNC(=O)c1cccs1)NCC(=O)OCc1ccc(Cl)cc1 | 1.9% | -8 |
| N#Cc1cn(CC(=O)NCCc2c[nH]c3ccccc23)c2ccccc12 | 3.9% | 5 |
| COc1ccc(NC(=O)c2cn(CCC#N)nc2-c2cccs2)cc1 | 1.1% | nt |
| Cc1ccc(C)c2c1c1ccccc1n2C | 1.7% | nt |
| CCOc1ccc(-c2nnc(N)o2)cc1 | 0.5% | -1 |
| Cc1cc(C)n2cc(CSc3nncn3C)nc2n1 | -5.6% | nt |
| CCc1c(O)nc(SCc2ccccc2)n(C(C)CC)c1=O (centres undefined) | 8.7% | nt |
| O=C(O)c1ccccc1/C=N/Nc1nc(N2CCCCC2)nc(N2CCCCC2)n1 | -0.7% | nt |
| CN(C)S(=O)(=O)c1ccc(C(=O)Oc2cc(=O)[nH]c3ccccc23)cc1 | -3.9% | -10 |
| N#Cc1c2ccccc2nc2ccccc12 | 2.3% | -15 |
| COc1ccc(-n2c(Cc3cccn3C)nnc2SCC(=O)Nc2cccc(C)c2C)cc1 | 3.9% | nt |
| Cc1cccc(NC(=O)COc2ccc(Br)cc2/C=N/O)c1 | 4.0% | nt |
| Fc1ccc(CN2C3=NCCN3c3ccccc32)cc1 | -1.3% | nt |
| O=C(COC(=O)c1cc([N+](=O)[O-])ccc1NCc1ccccc1Cl)NCC(F)(F)F | -3.8% | -3 |
| CCC(C(=O)NCCN1CCN(C)CC1)n1c(C)c2cnn(-c3ccccc3)c(=O)c2c1C (centres undefined) | -0.8% | -3 |
| O=C1CCCCCN1CP(=O)(O)CN1CCCCCC1=O | -1.3% | 4 |
| Nc1nnc(CCC2CCCCC2)s1 | -2.0% | 7 |
| COc1cccc(N(CC(=O)NC2CCCC2)C(=O)Cn2nnc(-c3ccc(C)cc3)n2)c1 | -0.4% | -4 |
| COC(=O)[C@@]1(Cc2ccc(F)cc2)[C@H]2c3cc(C(=O)N(C)C)n(Cc4nc5ccccc5[nH]4)c3C[C@H]2CN1C(=O)c1ccccc1 | -0.7% | nt |
| CCSc1nnc(-c2ccc(Cl)cc2Cl)o1 | -0.6% | nt |
| CCN1C(=O)CCCc2ccccc21 | -7.8% | nt |
| CC(C)CC1C(C#N)=C(N)SC(N)=C1C#N | 1.3% | nt |
| COc1ccc2cc(-c3[nH]ncc3CN3CCCC3c3nonc3C)ccc2c1 (centres undefined) | 3.0% | 2 |
| COC(=O)c1sc(-c2ccc(C(C)(C)C)cc2)cc1NC(=O)CCC(=O)O | -2.2% | 6 |
| Cc1ccc(C2(CC(=O)N3CCCC3)CCOC(C(C)C)C2)cc1 (centres undefined) | -2.3% | -9 |
| CSc1n[nH]c2nc3c(c(=O)n12)C1(CCCC1)Cc1ccccc1-3 | 1.4% | -3 |
| O=C(NC(=S)Nc1ccc(CN2CCOCC2)cc1)c1ccc([N+](=O)[O-])cc1Cl | 1.2% | -11 |
| Cc1nn(C)c(C)c1C(=O)NN | -5.3% | nt |
| CC(=O)N1CCc2c(sc(NC(=O)c3ccc([N+](=O)[O-])o3)c2C#N)C1 | 12% | -7 |
| Fc1ccc(C(c2nnnn2C2CCCC2)N2CCN(Cc3ccncc3)CC2)cc1 (centres undefined) | -4.7% | 11 |
| O=C(N/N=C/C=C/c1ccccc1)c1ccccn1 | -4.4% | nt |
| Cc1cccc(C(C)C)c1NC(=O)COC(=O)c1cccc(S(=O)(=O)N2CCc3ccccc3C2)c1 | 4.6% | 6 |
| S=c1[nH]nc(CSCc2ccc(Cl)cc2Cl)n1-c1ccccc1 | 0.7% | -10 |
| O=C(c1cc2cc(Br)ccc2s1)N1CCOCC1 | -3.4% | 3 |
| Cc1ccc(NC(=O)COC(=O)c2cc(Cl)ccc2[N+](=O)[O-])c(C)c1 | -2.6% | -7 |
| CCC(C)(NC(=O)c1ccc2c(c1)OCO2)C(=O)NC1CCCCC1 (centres undefined) | 2.5% | 6 |
| COc1ccccc1N(CC(=O)Nc1ccc(C(F)(F)F)cc1)S(C)(=O)=O | 2.7% | 2 |
| O=C(COC(=O)C1CCCN1C(=O)c1cccs1)Nc1ccc2c(c1)OCO2 (centres undefined) | 0.3% | -11 |
| O=C(CSC1=NCCS1)Nc1ccccc1F | -1.4% | nt |
| CC(=O)c1ccccc1NC(=O)Cn1c(=O)cnc2ccccc21 | -1.7% | -10 |
| CC(C)NC(=O)CSc1nnc(-c2ccc3ncccc3c2)n1C | 6.6% | -12 |
| O=C(O)CCCC(=O)Nc1ccc(N=Nc2ccccc2)cc1 | 7.0% | -9 |
| CC1CCC2C(=O)N(c3ccc(C(=O)NCc4ccccc4)cc3)C(=O)C2C1 (centres undefined) | -0.1% | 2 |
| Cc1ccc(C)c(OCC(=O)NCC(C)C)c1C | 6.3% | -40 |
| COc1ccc(NC(=S)N2CCCC2)c(OC)c1 | -2.7% | -14 |
| COc1cc(C(=O)NCc2nnc(SCC(=O)N3CCC(C)CC3)o2)cc(OC)c1OC | 1.5% | -10 |
| Cc1ccc(Oc2nc3ccccc3n3c(C)nnc23)cc1 | 2.1% | -5 |
| CC(=O)c1ccc(N2CCN(C(=O)c3n[nH]c4ccccc34)CC2)cc1 | 3.1% | 13 |
| c1ccc(CCN2CN=C(Nc3nc4ccccc4s3)NC2)cc1 | 3.4% | -2 |
| Cc1noc(C)c1C(=O)OCC(=O)C12CC3CC(CC(C3)C1)C2 | -1.5% | -6 |
| O=C(O)c1ccc(CSc2nnc(-c3ccncc3)n2CC2CCCO2)cc1 (centres undefined) | -0.9% | -9 |
| CN1CCN(S(=O)(=O)c2ccc(C(=O)Nc3ccccc3)cc2)CC1 | -2.1% | nt |
| CCn1c(C(=O)NCc2cccnc2)cc2sc(Cl)cc21 | nt | 3 |
| NNC(=O)Cn1c2ccccc2c2ccccc21 | 1.6% | nt |
| Cc1ccc(S(=O)(=O)N2CCC(C(=O)N(C)C3CCS(=O)(=O)C3)CC2)cc1 (centres undefined) | -3.3% | nt |
| Cc1cccc(NS(=O)(=O)c2c(C)noc2C)c1 | 0.9% | 2 |

Next part.
| molecule | GlmU inhibition | RmlCD inh 1536 |
| --- | --- | --- |
| CC(=O)c1cccc(NC(=O)Cc2ccc3c(c2)CCCC3)c1 | -1.7% | nt |
| Cc1ccc(S(=O)(=O)Nc2c(C)n(C)n(-c3ccccc3)c2=O)cc1C(=O)OCC(=O)N1CCCC(C)C1 (centres undefined) | -0.8% | 0 |
| CC(O)CNC(=S)Nc1ccccc1 (centres undefined) | 1.1% | 11 |
| Cc1cc(O)cc(=O)n1C | nt | 1 |
| Cc1[nH]c2ccccc2c1C(=O)COC(=O)c1ccc2c(=O)n3c(nc2c1)CCC3 | -2.5% | nt |
| COc1ccc(C)cc1NC(=O)CSc1nnc(CC(=O)Nc2cccc(C(F)(F)F)c2)n1C | -0.5% | nt |
| CCCCN(CCCNC(=O)CN1C(=O)COc2ccccc21)c1ccccc1 | 2.1% | nt |
| O=C(O)C1CCCCC1C(=O)Nc1nc(-c2ccc(Cl)s2)cs1 (centres undefined) | 0.8% | -9 |
| CSc1ccc(CN2CCC(C(=O)NCc3ccc(C)cc3)CC2)cc1 | -2.6% | 5 |
| CCc1c(C)c2cc(Cl)c(O)c(CN(CC)CC)c2oc1=O | 3.5% | 12 |

Already shown: 4 of the compounds above.
| molecule | GlmU inhibition | RmlCD inh 1536 |
| --- | --- | --- |
| COc1ccc(C(C)=O)cc1COC(=O)c1ccc2ccccc2n1 | 1.2% | -7 |
| CCOC(=O)[C@@]1(C#N)[C@@H]2C=CC(C(N)=O)=CN2[C@@H](C(N)=O)[C@@H]1c1cccc(Cl)c1 | -3.1% | -5 |
| O=C(CCCn1c(=O)c2ccccc2n(Cc2cccc(F)c2)c1=O)NC1CCN(Cc2ccccc2)CC1 | -6.8% | -8 |
| O=C(NCCN1CCOCC1)C(Sc1ccccc1)c1ccccc1 (centres undefined) | 5.0% | 5 |

These rows are one share of the data; rates above refer to the full screens.
